From PubChem BioAssay
NOD1 inhibition: NOD1 signaling inhibitors, primary screen, cell-based, luminescence, uHTS (AID 1578); NOD1-driven NF-kB luciferase reporter cells, luminescence; higher % means a stronger effect; one-dose inhibition, % at 4 µM; EC50 in µM for titrated hits; 290,000 compounds, 1% hits; in the data active = inhibition mostly above about 36%, no sharp cut-off; inactive = mostly below about 34%;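 note: HEK-293T reporter cells stimulated with the NOD1 agonist gamma-tri-DAP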
HIV fusion peptide: inhibitors of HIV fusion peptide binding, primary screen, biochemical, uHTS, fluorescence dequenching (AID 1986). cell-free peptide binding, fluorescence dequenching, 30 min; higher % means a stronger effect. inhibition, % at 20 µM; hits with a dose series show IC50 in µM. 290,000 compounds, 0.3% hits; in the data active = inhibition mostly above about 52%, no sharp cut-off; inactive = mostly below about 76%; note: some results filed as inactive read as strong as hits
GPR55 LPI antagonism: GPR55 antagonists blocking LPI-driven arrestin recruitment, primary screen, imaging, U2OS, beta-arrestin-GFP, LPI agonist (AID 2013). one-dose inhibition, % at 10 µM; IC50 in µM for titrated hits. G-protein coupled receptor 55 (Homo sapiens). 290,000 compounds, 0.13% hits. U2OS GPR55 beta-arrestin-GFP translocation imaging, LPI antagonism; higher % means a stronger effect;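 active = spots per cell inhibited over 60%, with over 100 cells counted and total cytoplasm intensity under 500,000; inconclusive = wells with under 100 cells, flagged as likely toxic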;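 note: U2OS cells stably carrying GPR55 and arrestin-GFP stimulated by 5 µM LPI near EC80; imaged beta-arrestin-GFP aggregate spots per cell after agonist stimulation; plate controls were LPI-stimulated DMSO wells for no effect and DMSO wells without LPI for full effect; some results filed as inactive read as strong as hits; confirmed hits need IC50 under 10 µM and bright autofluorescent wells are also inconclusive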
GPR35 arrestin U2OS: GPR35 antagonists blocking zaprinast-driven arrestin recruitment, primary screen, imaging, U2OS, beta-arrestin-GFP, zaprinast agonist (AID 2058); U2OS GPR35 beta-arrestin-GFP translocation imaging, zaprinast antagonism; higher % means a stronger effect; inhibition, % at 10 µM, or IC50 in µM where a hit was titrated; 290,000 compounds, 0.052% hits; G-protein coupled receptor 35 (Homo sapiens);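 active = inhibition of at least 50% with at least 30 cells and total cytoplasm GFP at most 10,000,000; inconclusive = under 30 cells or total GFP of 10,000,000 plus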
GPR55 activation: GPR55 agonists via beta-arrestin recruitment, primary screen, imaging, U2OS cells, beta-arrestin-GFP redistribution (AID 1961); 290,000 compounds, 0.048% hits; U2OS GPR55 beta-arrestin-GFP redistribution imaging; higher % means a stronger effect; G-protein coupled receptor 55 (Homo sapiens); activation, % at 10 µM; hits with a dose series show EC50 in µM;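 active = activation above 40% with more than 50 cells counted in the well; inconclusive = wells holding fewer than 50 cells, flagged as toxic or sparse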;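 note: U2OS osteosarcoma cells stably expressing GPR55 and beta-arrestin-GFP; plate controls were DMSO negative control for no effect and LPI positive control for full effect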
West Nile antiviral: West Nile virus antiviral activity, cell-based, CPE readout (AID 1621); West Nile virus-infected cells, CPE inhibition; higher % means a stronger effect; one-dose CPE inhibition, % at 10 µM; IC50 in µM for titrated hits; 290,000 compounds, 0.02% hits; in the data active = a potency from the dose series; inconclusive = CPE inhibition mostly from about 3.7% at the one dose, without a potency; inactive = the rest, 99 in 100 with CPE inhibition below about 2.2%; note: strong numbers were not always called active
NS5 inhibitors: Dengue-2 NS5 methyltransferase inhibitors, primary screen, biochemical, confirmation dose response (AID 588689); Genome polyprotein (Dengue virus type 2 (strain 16681-PDK53)); Dengue-2 NS5 methyltransferase capping enzyme assay, biochemical; higher % means a stronger effect; one-dose inhibition, % at 25 µM; IC50 in µM for titrated hits; 340,000 compounds, 0.3% hits; in the data active = a potency from the dose series; inconclusive = inhibition above about 29% without an active follow-up result
KOR beta-arrestin-1: KOR antagonists, beta-arrestin recruitment, cell-based, luminescence, uHTS (AID 1778). inhibition, % at 10 µM, or IC50 in µM where a hit was titrated. 290,000 compounds, 0.091% hits. Kappa-type opioid receptor (Homo sapiens). KOR beta-arrestin recruitment, luminescence, antagonist mode; higher % means a stronger effect; in the data active = inhibition above about 50%; note: strong numbers were not always called active
KOR beta-arrestin-2: KOR agonists, beta-arrestin recruitment, primary screen, cell-based, luminescence, uHTS (AID 1777); Kappa-type opioid receptor (Homo sapiens); KOR beta-arrestin recruitment, luminescence; higher % means a stronger effect; one-dose activation, % at 10 µM; EC50 in µM for titrated hits; 280,000 compounds, 0.02% hits; in the data active = activation above about 50%, passing the limit was not always enough; note: a part of the inactive calls stands beside numbers as strong as those of hits
Active calls of the source: *; u = inconclusive; x = not tested or not shown; [ ] = dose if it differs, or a comment. These rows are one share of the data; the hit share may differ from the screen's.

Molecule,NOD1 inhibition,HIV fusion peptide,GPR55 LPI antagonism,GPR35 arrestin U2OS,GPR55 activation,West Nile antiviral,NS5 inhibitors,KOR beta-arrestin-1,KOR beta-arrestin-2
Cc1ccc(OCC(=O)Nc2ccc3oc(=O)ccc3c2)cc1,-8%,-0.8%,7%,-4%,0.3%,-0.1%,-3%,-33%,5.1%
COC(=O)c1ccc(Nc2c([N+](=O)[O-])ccc3nonc23)cc1,-5%,14%,0%,-2%,0.8%,-0.5%,6%,30%,-0.8%
Cc1ccc(S(=O)(=O)Nc2c(C)[nH]c(=O)[nH]c2=O)cc1C,-33%,1.5%,1%,-6%,0.5%,0.2%,-15%,18%,2.7%
Cc1ccc(CN2CCNC(=O)C2CC(=O)NCC(F)(F)F)o1 (stereo unspecified),-19%,2.5%,5%,13%,-0.1%,0.1%,-4%,0%[20 µM],x
COc1cc(/C=N/NC(=O)c2ccc3c(c2)OCCO3)c(Br)c(Br)c1O,-6%,5.7%,12%,1%,-0.1%,0.3%,2%,-36%,-2.9%
CN(C)Cc1c(O)ccc2c3c(c(=O)oc12)CCCCC3,-19%,-3.8%,9%,-6%,-0.1%,-0.1%,3%,-35%,1.4%
CSc1ncc(CN2CCc3c([nH]c4ccccc34)C2c2cccc(C)n2)cn1 (stereo unspecified),0%,-1.0%,7%,-7%,0.0%,-0.7%,6%,-1%,3.9%
Cc1nc(C(F)(F)F)ccc1C(=O)Nc1ccc(C(F)(F)F)cn1,-12%,-0.1%,-6%,7%,0.6%,0.4%,-8%,9%,1.4%
N#Cc1c2ccc(OCC(=O)NCc3ccco3)cc2n2ccccc12,-17%,6.5%,15%,12%,0.0%,-0.7%,11%,-26%,-0.2%
O=C(O)c1ccc(-c2ccccc2)[nH]1,-1%,1.2%,12%,18%,0.0%,0.4%,-8%,9%,6.2%
CN=C1SC(CC(=O)Nc2ccc(F)cc2F)C(=O)N1/N=C(\C)c1cccc(OCC(=O)O)c1 (stereo unspecified),-10%,-1.2%,1%,-8%,-0.2%,0.1%,7%,-8%,2.0%
Cc1cc(OCC(=O)Nc2c(C)n(C)n(-c3ccccc3)c2=O)ccc1[N+](=O)[O-],1%,-1.8%,6%,18%,-0.2%,-0.7%,-6%,11%,-1.6%
CCOc1ccc(CN2CCCN(C)CC2)cc1,-16%,0.4%,-10%,10%,-0.1%,0.4%,2%,-11%,2.7%
O=C(CN1CCN(S(=O)(=O)c2ccccc2F)CC1)NC1CCCC1,-6%,0.0%,8%,5%,-0.1%,-0.5%,-5%,33%[20 µM],-2.4%
CN(C)CCN1C(=O)C(=O)/C(=C(/O)c2ccccc2)C1c1ccccc1F (stereo unspecified),9%,-1.6%,u,11%,u,-0.3%,-2%,10%,0.3%
N#C/C(=C\Nc1ccc2c(c1)OCCO2)c1nc2ccccc2[nH]1,33%,-3.6%,9%,6%,-0.1%,1.2%,-4%,-105%,11%
CC(C)(C)OC(=O)N/N=C\c1ccc(OC(=O)c2ccco2)cc1,-36%,0.6%,-3%,-4%,-0.4%,0.3%,-4%,34%,-7.5%
O=C(NCCc1ccc(Cl)cc1)c1ccc2nc[nH]c2c1,-9%,-1.7%,2%,-11%,-0.2%,0.2%,2%,-48%,0.9%
COc1ccc(-c2csc(COC(=O)C(C)(C)C)n2)cc1,-8%,0.5%,12%,-3%,-0.2%,0.2%,1%,-5%,0.4%
COc1cccc(OC)c1C(=O)Nc1ccc(N2CCN(S(C)(=O)=O)CC2)cc1,-20%,-1.2%,1%,-4%,-0.1%,-0.3%,-3%,-13%,31%
Cc1ccccc1N(CC(=O)NC1CCCC1)C(=O)C1(C)CC(=O)N=C2C=CC=CN21 (stereo unspecified),1%,3.7%,8%,u,-0.3%,0.1%,-3%,14%,0.5%
CCCOc1ccc(S(=O)(=O)N2CCN(C)CC2)c2ccccc12,2%,-0.3%,-4%,-16%,-0.2%,-1.5%,-16%,-49%,-0.5%
CC1=NN(c2cccc([N+](=O)[O-])c2)C(=O)C1,-21%,14%,-3%,3%,0.2%,-0.2%,14%,-20%[20 µM],-1.6%
O=C(N/N=C/c1ccc(Cl)cc1Cl)c1cccc(F)c1,-33%,-0.9%,20%,16%,-0.1%,x,-4%,-7%,0.2%
COc1cccc(-c2cc(C(=O)NCc3ccco3)c3ccccc3n2)c1,13%,5.3%,5%,7%,0.2%,-0.2%,3%,-18%[20 µM],-4.6%
Cc1ccc(-c2c[n+]3c(n2-c2ccccc2)CCC3)cc1,25%,-1.5%,10%,-2%,1.5%,-0.1%,-5%,19%,3.2%
O=C(NNC(=O)c1ccccc1Br)c1ccncc1,-19%,-1.5%,-10%,14%,0.6%,0.6%,2%,-32%[20 µM],-1.7%
CCCc1cc(C(N)=O)c(NC(=O)c2cc(C)on2)s1,5%,12%,-4%,-4%,-0.1%,0.1%,-2%,11%,1.7%
O=c1cc(-c2ccccc2[N+](=O)[O-])oc2ccccc12,-27%,0.5%,-9%,8%,-0.1%,u,-3%,0%[20 µM],-4.1%
CCN(CC)C(=O)N1CCC(NC(=O)c2ccccc2)CC1,27%,2.7%,2%,1%,-0.1%,-0.4%,-3%,-10%,-1.7%
CNS(=O)(=O)c1ccc(C(C)(C)C)cc1,-30%,-0.9%,4%,9%,0.6%,-0.3%,7%,-18%,-5.4%
CCCCSC(=S)NC1CCS(=O)(=O)C1 (stereo unspecified),4%,-1.2%,1%,-2%,-0.2%,-0.4%,-1%,9%,7.6%
N#CC1=C(N)Oc2cc(N)ccc2C1c1cccc(F)c1 (stereo unspecified),-16%,-0.8%,-2%,4%,-0.3%,3.1%,-1%,-71%[20 µM],-2.0%
CCCCn1c(N)c(NCc2ccccc2OC)c(=O)[nH]c1=O,-46%,2.3%,17%,0%,-0.2%,0.4%,u,12%,4.9%
C=CCNC(=S)Nc1sc2c(c1C#N)CCCC2,-22%,1.4%,4%,-11%,-0.3%,-0.1%,-25%,1%,-1.6%
C=C1CCc2c([nH]c3ccc(OCC(C)C)cc23)C1=O,1%,1.1%,-1%,7%,0.5%,-2.4%,3%,-39%,4.6%
CCOc1ccc(NC(=O)Nc2ccc3nsnc3c2)cc1,-33%,-1.0%,4%,-7%,0.4%,-0.9%,-12%,-7%,-3.5%
COc1ccc(-c2nc(C)ncc2N=Nc2ccccc2)cc1,9%,-4.6%,13%,-2%,0.0%,1.2%,1%,-6%,-1.4%
O=C(CCN1CCN(CCO)CC1)Nc1ccc(F)c(F)c1,-5%,-1.3%,12%,-5%,-0.2%,0.1%,-1%,5%,x
Cc1cc(C(=O)Cn2nc(C(=O)O)c3ccccc3c2=O)c(C)n1-c1ccccc1,-48%,-0.7%,-7%,1%,0.0%,0.0%,-2%,-14%,-5.4%
Cc1sc2nc(CSCC(=O)N(C)c3ccccc3)[nH]c(=O)c2c1C,-24%,30%,7%,9%,0.5%,-0.4%,-4%,-16%,9.3%
O=C(NCCc1ccc(Cl)cc1)c1ccc(NC2=NC3CS(=O)(=O)CC3S2)cc1 (stereo unspecified),30%,-1.3%,-4%,5%,0.6%,0.1%,3%,-32%[20 µM],-6.4%
COc1ccc([N+](=O)[O-])cc1N(CC(O)CN1C(=O)NC(C)(C)C1=O)S(=O)(=O)c1ccccc1 (stereo unspecified),-28%,-2.0%,-6%,10%,0.2%,-0.2%,-8%,7%,0.9%
Cc1nc2ccccc2c(=O)[nH]1,-2%,0.4%,-2%,-1%,-0.2%,0.1%,-9%,14%,0.5%
Cc1ccc2nc(-c3cccnc3)c(NC3CCCC3)n2c1,2%,-1.0%,1%,-4%,-0.6%,-0.8%,5%,-4%,5.8%
O=C(CCN1C(=O)c2ccc([N+](=O)[O-])cc2C1=O)Nc1ccccc1C(=O)O,1%,-1.6%,8%,-9%,0.5%,0.7%,-10%,10%,3.3%
Nc1ccc(-c2cnc[nH]2)cc1[N+](=O)[O-],-7%,-1.4%,6%,-7%,-0.1%,1.2%,10%,29%,-1.2%
CC1CN(c2oc(-c3ccccc3Cl)nc2C#N)CC(C)O1 (stereo unspecified),-10%,0.7%,3%,4%,-0.2%,0.2%,-5%,-26%,-0.7%
O=C(CCNC(=O)N1CC(=O)Nc2ccccc21)NCCc1cccc(F)c1,-19%,0.3%,-14%,-3%,-0.1%,0.0%,-1%,-26%,5.5%
NC(=O)c1nsc(C(=O)N(CC(=O)NCc2ccc3c(c2)OCO3)C2CCCC2)c1N,0%,0.6%,-6%,-2%,-0.2%,0.2%,-6%,-36%,3.5%

(next part)
Molecule,NOD1 inhibition,HIV fusion peptide,GPR55 LPI antagonism,GPR35 arrestin U2OS,GPR55 activation,West Nile antiviral,NS5 inhibitors,KOR beta-arrestin-1,KOR beta-arrestin-2
COc1ccc(NC(=O)NCc2ccncc2)cc1,8%,-1.2%,18%,6%,-0.1%,0.3%,-13%,-2%,1.3%
COC(=O)c1ccc(NC(=O)CSc2nc(N)c(NC(=O)c3ccc(Br)o3)c(=O)[nH]2)cc1,-31%,-0.1%,-8%,-11%,0.0%,-0.1%,0%,-22%,-0.8%
Cc1nc(-c2ccc(Cl)cc2)sc1C1(C)CC(c2cccc([N+](=O)[O-])c2)=NO1 (stereo unspecified),-11%,-1.1%,4%,-13%,0.6%,-0.5%,-2%,34%,-4.1%
CCc1ccc(Cn2nnc(C(=O)Nc3cccc(C)c3)c2N)cc1,-10%,-2.5%,14%,2%,0.8%,-0.6%,7%,-4%,9.1%
O=C(NCc1ccc2c(c1)OCO2)c1cccc2c1C(=O)N(C1CCCCC1)C2,-30%,-1.3%,-4%,-1%,-0.1%,-0.5%,-3%,17%,28%
COCCOc1cc(COC)nc(-c2cccc(C)c2)n1,6%,0.3%,-4%,-4%,0.3%,0.1%,x,15%,2.5%
Cc1cccc(C(=O)N/N=C/c2ccc[nH]2)c1,-35%,5.4%,3%,-10%,0.2%,-0.1%,-1%,-11%,-2.3%
